Exocytosis inh – LAMP-1 surface exposure blockers, TALL-104 cells – cell-based, flow cytometry, MLPCN library, primary screen. 0.66% of 360,000 active. TALL-104 LAMP-1 surface exposure; cells stimulated with thapsigargin and PMA. inhibition, % at 10 µM;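 active = inhibition above about 55%, limit read from the data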
iPSC survival up – enhancers of single-cell hiPSC survival, primary screen, ATPlite luminescence. AID 602274, 2012. survival enhancement, % at 20 µM. 0.044% of 360,000 active. 100% = ROCK inhibitor wells, 0% = DMSO; in the data active = survival enhancement above about 18%;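 also: cells exposed to compounds for 16 hours before the ATP read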
Cardio protect – cardioprotection against H2O2-induced cell death, primary screen, uHTS, H9c2 cells, ATPLite luminescence; 0.63% of 360,000 active; H9c2 cardiomyocytes, H2O2 injury protection, 2 h; protection from H2O2 cell death, % at 20 µM;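 active = compounds giving at least 50% protection of heart cells from peroxide-induced death in the single-dose screen, raw or plate-pattern-corrected value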;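 also: 0% = DMSO wells with peroxide and 100% = DMSO wells without peroxide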
HTR2A ag – mouse Htr2a agonists via beta-arrestin recruitment, primary screen, cell-based, luminescence; AID 624169, 2012; activation, % at 7.6 µM; 0.66% of 360,000 active; 5-hydroxytryptamine receptor 2A (Mus musculus), P35363; CHO-K1 mHTR2A beta-arrestin complementation; percent of 30 µM serotonin response;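 active = activation above a run cutoff, the mean activation of all tested compounds plus 3 SD, cut at about 14% in these data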;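 also: 0% = plate median of compound wells and 100% = 30 µM serotonin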
CaV13 ICDI inh – Disruptors of the CACNA1D IQ motif to Ca2+-dependent inactivation inhibitor domain association, primary screening, Förster resonance energy transfer in intact living … | inhibition, % at 12.3 µM | HEK cells, CFP/YFP FRET ICDI-IQ, plate reader, 10 min; percent FRET-ratio fall versus neutral wells | 0.098% of 340,000 active;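 active = mean replicate inhibition of at least 30% and at least 1% of replicates passing that level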;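 also: 0% = median of the neutral control wells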
Vif imaging – HIV Vif self-association inhibitors, primary screen, imaging, HEK293T, single point; HEK293T cells, Vif self-association by quenched fluorescence, 24 h; inhibition, % at 7.49 µM; 0.35% of 340,000 active; in the data active = inhibition above about 50%, passing the limit was not always enough; also: some results filed as inactive read as strong as hits
N-glyco inh – increase of ERlucT glycosylation luciferase signal, primary screen, N-linked glycosylation inhibitor project, D54 ERlucT cells, luminescence, set 2 | D54 ERlucT glycosylation luciferase reporter, 24 h; percent of 100 nM tunicamycin response | reporter increase, % at 12.5 µM | 0.23% of 360,000 active | AID 588692, 2011;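 active = mean luciferase reporter signal, scaled so untreated is 0 and the glycosylation-blocking control 100, at or above a set limit in every replicate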;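 also: luciferase carries N-glycosylation sites so blocking glycosylation raises the light; 0% = median of neutral control wells and 100% = median of 100 nM tunicamycin wells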
ABCB6 inh 2 – ABCB6 transporter inhibitors, primary screen, K562-ABCB6 cells, flow cytometry, MLPCN library. K562-ABCB6 porphyrin accumulation, 1 h; hits give low values. ATP-binding cassette sub-family B member 6 (Homo sapiens), Q9NP58. fluorescence ratio to DMSO, % at 10 µM. 0.19% of 360,000 active. AID 602162, 2011;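 active = fluorescence ratio to DMSO below 75%, the collection mean minus 3 SD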;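 also: signal is porphyrin accumulated inside mitochondria; 100% equals median channel fluorescence of DMSO control wells; lower ratio means ABCB6 inhibition with less porphyrin fluorescence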
Target sequence (Q9NP58 whole entry, looked up): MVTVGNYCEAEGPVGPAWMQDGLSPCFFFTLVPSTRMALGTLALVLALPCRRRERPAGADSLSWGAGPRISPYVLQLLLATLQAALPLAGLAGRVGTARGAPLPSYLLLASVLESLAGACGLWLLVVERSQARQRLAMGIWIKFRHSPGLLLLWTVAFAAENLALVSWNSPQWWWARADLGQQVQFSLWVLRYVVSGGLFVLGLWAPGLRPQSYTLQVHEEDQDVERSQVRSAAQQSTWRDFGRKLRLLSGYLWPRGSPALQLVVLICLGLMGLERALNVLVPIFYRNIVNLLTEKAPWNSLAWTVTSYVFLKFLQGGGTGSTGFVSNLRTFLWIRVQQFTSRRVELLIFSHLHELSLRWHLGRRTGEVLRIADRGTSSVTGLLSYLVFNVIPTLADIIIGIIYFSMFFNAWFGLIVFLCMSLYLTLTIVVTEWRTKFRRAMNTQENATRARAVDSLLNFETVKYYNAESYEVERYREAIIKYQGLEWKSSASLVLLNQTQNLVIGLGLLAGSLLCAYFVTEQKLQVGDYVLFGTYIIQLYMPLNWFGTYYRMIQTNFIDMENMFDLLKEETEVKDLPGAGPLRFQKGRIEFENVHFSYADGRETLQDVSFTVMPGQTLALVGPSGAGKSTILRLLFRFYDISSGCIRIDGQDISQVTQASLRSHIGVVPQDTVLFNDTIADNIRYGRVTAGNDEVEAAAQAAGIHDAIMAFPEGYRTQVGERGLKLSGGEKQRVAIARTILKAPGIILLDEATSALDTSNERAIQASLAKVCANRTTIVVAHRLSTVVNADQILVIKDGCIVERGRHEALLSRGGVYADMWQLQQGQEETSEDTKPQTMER
aDG glyco up – activators of alpha-DG glycosylation, primary screen, uHTS, Pro5-aDG cells, AlphaScreen | alpha-DG glycosylation AlphaScreen (IIH6); 0% Pro5, 100% B10-LARGE cell signal | activation, % at 10 µM | 0.22% of 360,000 active | AID 624168, 2012;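 active = activation of at least 8% versus controls, or a plate z-score of at least 8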;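 also: Pro5 are CHO cells carrying HIG-tagged alpha-DG that lacks glycosylation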
PDI turbidity – inhibitors of human PDI, primary screen, biochemical, turbidity, single point, plate reader; 0.052% of 350,000 active; PDI insulin aggregation turbidity, A650, 90 min; AID 588391, 2011; inhibition, % at 10 µM;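 active = mean inhibition across replicates of 30% or more, whatever share of single replicates reach that level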;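 also: absorbance from insulin aggregation driven by PDI reduction with DTT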
* = called active by the depositor; nt = not tested or not shown.

SMILES	Exocytosis inh	iPSC survival up	Cardio protect	HTR2A ag	CaV13 ICDI inh	Vif imaging	N-glyco inh	ABCB6 inh 2	aDG glyco up	PDI turbidity
O=C(CCCN1C(=O)c2ccccc2C1=O)NCCC1=CCCCC1	-3	-2.0	2	4	-7	nt	-1	93	0.0	-10
COc1ccc(NC(=O)CSc2nnc(NC(=O)c3ccccc3C(=O)O)s2)cc1	-1	1.7	-6	0	-5	2	2	101	0.0	0
C/C=C/c1ccc(OCCn2cncn2)c(OC)c1	1	1.0	-4	2	-4	17	-1	96	0.4	3
c1ccc(-c2cn(-c3ccccc3)c3ncnc(NCCCN4CCOCC4)c23)cc1	25	0.1	24	-4	1	-6	0	102	0.4	-4
CCc1cc2c(N3CCN(c4nnc(CC)s4)CC3)ncnc2s1	6	-2.3	-6	12	nt	-3	2	80	2.6	6
Cc1ccc(OCC(=O)Nc2c3c(nn2C(C)(C)C)CS(=O)(=O)C3)cc1	0	0.1	-3	-3	-6	-5	2	97	-0.3	3
CCC(=O)n1nc(-c2ccc(Cl)cc2)nc1N	-2	-0.3	-8	1	-20	-2	4	98	-0.4	2
O=C(CCc1nc(-c2ccccc2F)no1)NCCc1ccccc1Cl	-2	0.9	-7	3	0	-7	0	96	0.4	7
CC(=O)c1nn(-c2cccc(Br)c2)cc1C(=O)c1ccc2ccccc2c1	-1	-0.7	-7	5	-3	-2	2	98	0.2	-35
CC(=O)N(c1nc(CCl)cs1)c1c(C)cc(C)cc1C	-3	2.1	2	1	5	nt	0	98	-0.1	-3
CC(=O)Nc1nnc(/C=C/c2cccc([N+](=O)[O-])c2)s1	-5	-0.1	2	-2	-5	2	1	96	-0.2	0
CN(C(=O)COc1ncnc2sccc12)c1ccccc1	-3	-0.1	13	0	-4	0	0	101	-0.5	2
Cc1nc2ccc(S(=O)(=O)NCC(=O)N3CCN(c4ccccn4)CC3)cc2s1	-1	-0.6	-10	0	nt	-4	-3	102	-0.1	5
CC(C)[C@H](NC(=O)c1ccco1)C(=O)OCC(=O)N1CC(=O)Nc2ccccc21	-4	-0.2	4	3	-13	12	11	101	0.1	6
O=C(O)c1ccc(N2C(=O)CC(N3CCN(c4cccc(C(F)(F)F)c4)CC3)C2=O)cc1 (configuration not stated)	4	-0.6	3	10	4	3	1	100	0.0	-5
Cn1c2ccccc2c(=O)c2cc(NCCCN3CCOCC3)ccc21	28	3.7	10	-14	-10	1	19	95	0.1	-13
CCOc1ccc(C(=O)OCC(=O)N2CCCC2)cc1	-11	0.2	-4	-9	-5	2	2	97	0.2	-8
COc1cc2c(cc1OC)-c1cc(Nc3ccc(C(=O)O)cc3)nc(=O)n1CC2	-12	-0.1	5	-5	-4	-1	0	102	0.0	9
Nc1nonc1-n1nnc(C(=O)N/N=C/c2ccncc2)c1CSc1ccccc1	-1	0.4	4	4	-13	0	2	92	0.2	2
CN(C)C(CNC(=O)CCNC(=O)c1ccccc1Cl)c1ccco1 (configuration not stated)	-3	-0.4	4	-1	-2	25	1	96	-0.3	-10
Oc1ccc(-c2cnns2)c(O)c1	-1	-0.2	-17	1	-2	25	-12	94	0.1	-8
Cn1nnnc1SCC(=O)Nc1ccccc1N1CCOCC1	-3	-0.1	6	5	1	18	0	95	-0.1	-6
COc1ccccc1CNC(=O)c1ccc(CNc2c(N3CCCC3)c(=O)c2=O)cc1	-4	1.1	-4	-10	-7	-6	1	100	0.0	6
COC(=O)C1CCN(S(=O)(=O)CCNC(=O)c2ccc(F)cc2)CC1	-17	0.5	-1	2	-2	4	1	97	0.1	17
CCOc1ccc(C(C)=O)cc1CN1C(=O)NC(C)(C2CC2)C1=O (configuration not stated)	-1	0.6	14	0	4	1	0	95	0.3	-2
COc1ccccc1-n1ccnc1SCC(=O)NC1CCCC1	0	0.2	6	-1	-7	-6	0	95	0.1	-3
CCOc1cc(N2CCOCC2)c(OCC)cc1NC(=O)c1ccc(C)cc1	15	-0.5	2	-5	1	-4	-1	93	0.4	-1
O=c1c2[nH]c3ccc(F)cc3c2ncn1CCN1CCOCC1	-3	8.7	6	1	nt	nt	-2	91	0.1	11
Cc1sc(NC(=O)c2ccco2)c(C(c2cccnc2)N2CCN(c3ccc(F)cc3)CC2)c1C (configuration not stated)	0	0.2	-4	-5	-6	-9	-8	93	-0.1	nt
CCOc1ccccc1NC(=O)C1CCN(c2ccc(S(=O)(=O)N3CCCC3)cc2)CC1	-6	-0.2	-4	7	-7	-8	-5	96	0.1	6
CC(C)(C)c1ccc(CC(=O)N2CCC2(C)C(=O)NS(=O)(=O)c2ccc(F)cc2F)cc1 (configuration not stated)	2	0.6	-1	1	-5	-2	1	99	0.2	-6
CCOC(=O)c1cc(-c2ccccc2)sc1N	3	-2.6	4	-3	nt	-1	-2	99	-0.1	-5
O=C(N/N=C/c1cccc(F)c1)NC1CCCCC1	-5	-1.5	-2	3	-5	1	3	99	0.1	-11
O=C(COc1ccc(S(=O)(=O)N2CCOCC2)cc1)Nc1ccccc1Cl	-4	-0.8	-4	2	-4	4	-2	95	0.4	0
O=C(Nc1cnc2ccccc2c1)N1CCCCC1	-3	-0.1	-13	1	nt	-1	-6	84	-0.1	5
COc1cc2oc(=O)cc(CN3CCN(c4ccc(Cl)c(Cl)c4)CC3)c2cc1Cl	0	1.3	-2	25*	-5	nt	-3	101	-0.3	nt
NS(=O)(=O)c1ccc(CNC(=O)c2ccc(Cl)cc2[N+](=O)[O-])cc1	-6	2.9	1	3	-14	4	1	97	0.1	7
Cc1nc(N2CCNCC2)c2c3c(sc2n1)CCCC3	6	-0.3	3	1	nt	2	-1	103	0.1	-3
CCCCCn1c(=O)c(F)cn(Cc2ccc(OC)c([N+](=O)[O-])c2)c1=O	-1	-1.6	9	1	-6	-10	2	94	0.0	8
C=CCNc1nnc(SC2CC(=O)N(c3ccc(OC)cc3)C2=O)s1 (configuration not stated)	45	-2.8	-26	-2	-9	12	1	108	-0.4	4
O=C(NCc1ccccc1Cl)c1cccc(OC2CCN(C(=O)C3CC3)CC2)c1	0	-0.3	-4	6	-3	-18	-4	89	0.4	6
CCc1ccc(C(C)NC(=O)c2cccs2)cc1 (configuration not stated)	-1	0.7	-2	-1	-6	6	2	100	0.0	0
Cc1cc(C)c(NC(=O)CCCOC(=O)C2=COCCO2)c(C)c1	1	4.8	13	-2	nt	-4	-1	115	-0.1	4
CCCCNC(=O)CCC(=O)Nc1ccc2nc(N3CCCCC3)cc(C)c2c1	3	-0.8	4	-1	0	-7	-1	98	0.2	-8
O=C(CCCCn1c(=O)[nH]c2ccsc2c1=O)NCc1ccc2c(c1)OCO2	0	-1.6	1	-7	-6	0	0	90	-0.1	nt
CC(C)C[C@H]1COCCS(=O)(=O)N1Cc1cccc(Cl)c1	-2	-1.7	-5	-5	-5	-2	-3	98	0.2	-2
O=C(COc1ccccc1)NC(NC(=S)Nc1ccccc1C(=O)O)C(Cl)(Cl)Cl (configuration not stated)	0	3.4	-1	2	-4	-1	1	92	0.3	10
CN1CCN(C(=O)c2cc3c(C(F)(F)F)nn(C)c3s2)CC1	-3	4.3	1	-1	nt	9	3	96	-0.1	-4
Cc1ccc(SC(C)C(=O)Nc2cccc(N(C)S(C)(=O)=O)c2)cc1 (configuration not stated)	1	-1.6	-2	-3	-9	-5	-3	95	-0.3	1
O=C(COC(=O)Cc1c[nH]c2ccccc12)NCCc1ccccc1	5	-0.4	1	-5	-5	nt	2	98	-0.2	8
Cc1csc(=O)n1CC(=O)OCC(=O)NNC(=O)c1ccc(Cl)cc1	-4	-2.2	4	10	-4	7	-1	96	0.1	3
Cc1ccccc1-c1noc(C2CCCCC2)n1	-1	1.5	-3	-1	-6	-2	2	97	0.1	-5
O=C(Nc1nnc([C@H]2C[C@H](O)[C@@H](CO)O2)s1)NC1CCCCC1	2	2.3	3	-1	-4	-3	0	102	-0.1	-3
C/C(=N\NC(=O)C1CC1)c1ccccc1O	-11	-0.2	1	0	1	-3	0	95	-0.5	-1
COc1cccc(CN(C)C(=O)C(CCSC)NS(=O)(=O)c2ccc3c(c2)OCCO3)c1OC (configuration not stated)	31	-0.4	48	2	-16	11	-6	98	-0.8	-6
COc1ccccc1N1N=C(C(=O)c2ccccc2)C2C(=O)N(c3ccc(Br)cc3)C(=O)C21 (configuration not stated)	1	-0.6	-3	-1	-94	-3	4	98	-0.1	-3
CCOC(=O)Nc1c(C(=O)OC)[nH]c2cc(OC)ccc12	-2	0.8	-2	-1	nt	0	13	100	-0.2	8
COC(=O)CSc1nnc(CNC(=O)c2ccccc2F)n1-c1ccccc1	8	-0.5	-2	1	-6	-9	5	98	-0.2	1
C=CCn1c(Cc2nc3ccccc3[nH]2)n[nH]c1=S	0	-0.9	-2	-1	-5	1	3	102	0.0	-8
C=CCN(CC=C)C(=O)Cc1ccc(F)cc1	0	1.9	-3	6	3	32	1	91	-0.3	6

A second format for some results above:
Order of results: Exocytosis inh, iPSC survival up, Cardio protect, HTR2A ag, CaV13 ICDI inh, Vif imaging, N-glyco inh, ABCB6 inh 2, aDG glyco up, PDI turbidity
- O=C(Nc1nnc([C@H]2C[C@H](O)[C@@H](CO)O2)s1)NC1CCCCC1
→ 2, 2.3, 3, -1, -4, -3, 0, 102, -0.1, -3
- Cc1csc(=O)n1CC(=O)OCC(=O)NNC(=O)c1ccc(Cl)cc1
→ -4, -2.2, 4, 10, -4, 7, -1, 96, 0.1, 3
- C/C(=N\NC(=O)C1CC1)c1ccccc1O
→ -11, -0.2, 1, 0, 1, -3, 0, 95, -0.5, -1
- COc1cccc(CN(C)C(=O)C(CCSC)NS(=O)(=O)c2ccc3c(c2)OCCO3)c1OC (configuration not stated)
→ 31, -0.4, 48, 2, -16, 11, -6, 98, -0.8, -6

Later entries.
SMILES	Exocytosis inh	iPSC survival up	Cardio protect	HTR2A ag	CaV13 ICDI inh	Vif imaging	N-glyco inh	ABCB6 inh 2	aDG glyco up	PDI turbidity
Cc1ccc(NC(=O)C2CCN(C(=O)c3ccc(Cl)cc3)CC2)nc1	5	-0.6	-1	9	-14	-4	0	93	0.0	-3
COc1ccc(CC(=O)NNC2=Nc3cccc4cccc2c34)cc1	-18	-0.5	1	-9	-18	nt	0	99	-0.1	-6
CC(=O)c1cccc(NC(=O)CNC(=O)c2cc3ccccc3o2)c1	-8	0.9	0	1	-2	-5	2	103	0.5	5
CCCCCC(=O)OC(CN1CCCCCC1)CN1CCCC1=O (configuration not stated)	-7	-0.4	-3	0	-5	-24	1	102	-0.1	9
c1ccc(-c2nc(-c3ccc(-c4ccon4)s3)no2)cc1	-1	-0.4	-4	-4	-5	-4	-4	98	0.1	2
O=C(CCN1C(=O)C2C3C=CC(C4CC34)C2C1=O)Nc1ccc(Cl)cc1O (configuration not stated)	0	-0.2	1	-3	nt	-6	1	100	0.8	-1
N/C(=N\OCC(=O)Nc1ccc(F)c(Cl)c1)c1ccccc1	2	-0.1	-14	-7	-6	5	0	98	0.4	12

Compound activity as filed in PubChem BioAssay.
